# Rac1 act GTP bind = alters GTP binding to activated mutant human Rac1. GST-Rac1 activated beads, fluorescent GTP binding, flow cytometry; actives lie on both sides; 100% means binding = to untreated wells. percent activity (GTP binding), % at 10 µM. 0.11% of 190,000 active. AID 764;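 active = GTP binding at least 20 percentage points away from the 100% baseline, in either direction, so actives lie on both sides; inconclusive = Compound likely fluorescent itself, or too few beads counted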
# HRas wt GTP = modulators of GTP binding to human HRas wildtype | GST-Ras wt beads, Bodipy-FL-GTP binding, flow cytometry; actives lie on both sides | GTP binding activity, % at 10 µM | 0.14% of 190,000 active | AID 759;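 active = GTP binding activity at least 20% away from the 100% baseline, either lowered as inhibitor or raised as activator; inconclusive = flagged as likely green fluorescent, judged across all proteins in the well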;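 note: 0% = unlabeled GTP competition control and 100% = no-compound control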
# Target sequence (P01112 whole entry, looked up): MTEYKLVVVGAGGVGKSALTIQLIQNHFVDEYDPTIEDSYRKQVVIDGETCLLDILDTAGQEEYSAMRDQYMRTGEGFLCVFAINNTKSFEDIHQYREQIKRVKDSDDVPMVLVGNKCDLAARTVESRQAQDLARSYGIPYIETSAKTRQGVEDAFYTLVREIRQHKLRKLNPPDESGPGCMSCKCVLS
# Mcl1 Bid PPI = Mcl-1/Bid interaction inhibition | 0.97% of 220,000 active | TR-FRET Mcl-1/Bid-Dy647 peptide binding, 1536-well | AID 1021 | Q07820 | inhibition, % at 21.7 µM;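 active = compounds that cut the binding signal by more than half at the single screening dose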;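 note: His-tagged Mcl-1 with europium anti-His antibody binding Bid BH3 peptide; 0% = Mcl-1 plus peptide wells and 100% = peptide-only wells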
# Target sequence (Q07820 whole entry, looked up): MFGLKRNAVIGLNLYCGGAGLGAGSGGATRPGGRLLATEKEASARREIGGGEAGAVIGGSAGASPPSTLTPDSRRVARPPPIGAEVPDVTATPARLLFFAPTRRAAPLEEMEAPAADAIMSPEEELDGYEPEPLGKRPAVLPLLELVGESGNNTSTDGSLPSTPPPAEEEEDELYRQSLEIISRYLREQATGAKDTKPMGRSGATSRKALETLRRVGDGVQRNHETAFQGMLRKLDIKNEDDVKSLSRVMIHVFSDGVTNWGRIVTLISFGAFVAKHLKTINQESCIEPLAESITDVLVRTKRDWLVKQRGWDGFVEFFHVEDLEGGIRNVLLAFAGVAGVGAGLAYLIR
# Cdc42 wt GTP = changes GTP binding to wildtype human Cdc42. P60953. GST-Cdc42 beads, Bodipy-GTP binding, flow cytometry; actives lie on both sides. percent activity (GTP binding), % at 10 µM. 0.2% of 190,000 active. AID 761;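 active = percent activity GTP binding at least 20 points away from the 100% baseline, either down as inhibitor or up as activator; inconclusive = compound flagged as likely green fluorescent from well-wide comparison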;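 note: median bead fluorescence of bound Bodipy-FL-GTP at 100 nM; 0% = excess unlabeled GTP control and 100% = no compound control; below 100% means less GTP binding so inhibitor and above means activator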
# Target sequence (P60953 whole entry, looked up): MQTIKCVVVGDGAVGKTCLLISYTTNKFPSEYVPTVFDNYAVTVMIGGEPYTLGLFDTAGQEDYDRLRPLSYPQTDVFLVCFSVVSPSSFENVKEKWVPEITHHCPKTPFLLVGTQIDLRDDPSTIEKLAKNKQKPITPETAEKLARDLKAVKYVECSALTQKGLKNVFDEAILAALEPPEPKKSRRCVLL
# Rab7 wt GTP bind = modulators of GTP binding to dog Rab7 wildtype GTPase; 0.055% of 190,000 active; GTP binding activity (percent of control), % at 10 µM; GST-Rab7 beads, fluorescent GTP binding, flow cytometry; actives lie on both sides; untreated = 100%, excess cold GTP = 0%; AID 758;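 active = fluorescent GTP binding to Rab7 beads changed by at least 20 points from the 100% baseline, either direction, mostly lower; inconclusive = compound itself probably fluorescent, or too few beads counted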;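 note: median green fluorescence of bound Bodipy-FL-GTP per Rab7 bead population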
# Mcl1-Noxa inh = Mcl-1/Noxa interaction inhibition; TR-FRET Mcl-1/Noxa peptide binding, 2 h; Q07820; 1.5% of 220,000 active; AID 1022; inhibition, % at 21.7 µM;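 active = compounds that cut the protein-peptide binding signal by more than 50% relative to plate controls in a single-dose test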;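 note: His-tagged Mcl-1 with rhodamine Noxa BH3 peptide and terbium anti-His antibody; 0% = Mcl-1 plus Noxa peptide wells and 100% = peptide-only wells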
# Rab2 wt GTP = changes GTP binding to wildtype dog Rab2A, up or down. GST-Rab2 wt beads, Bodipy-GTP binding, flow cytometry. GTP binding activity, % at 10 µM. 0.19% of 190,000 active. AID 760;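 active = GTP binding activity at least 20 points away from 100%, either lowered or raised; inconclusive = signal likely due to the compound's own green fluorescence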;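 note: 0% = beads with excess unlabeled GTP and 100% = no-compound control corrected for plate trend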
# Pf gamet viab = kills late stage P. falciparum gametocytes; P. falciparum stage V gametocytes, ATP luminescence, 24 h; inhibition, % at 10.9 µM; 0.065% of 150,000 active; AID 743093;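 active = inhibition above the mean plus 3 SD of compounds within the control limits, set per campaign, cut at about 38% in these data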;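 note: 0% = DMSO wells and 100% = medium only without gametocytes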
# Rac1 wt GTP bind = human Rac1 wildtype GTP binding, inhibitors and activators | GTP binding activity (% of control), % at 10 µM | GST-Rac1 beads, fluorescent GTP binding, flow cytometry; actives lie on both sides; 0 = cold GTP competed, 100 = untreated | 0.27% of 190,000 active;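 active = GTP binding activity at least 20 points away from the 100% control level, either lower or higher; inconclusive = compound flagged as likely green fluorescent, judged across all proteins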
# Avidin fluor = avidin bead compound fluorescence profile | Avidin beads, compound fluorescence 488/530 nm, flow cytometry; active compounds read high | fluorescence (KMESF) at 10 µM | 0.38% of 220,000 active | AID 1775; in the data active = fluorescence above about 47; note: inactives centre near 10
# GSH bead fluor = compound fluoresces at 488/530 nm on GSH beads; GSH beads flow cytometry, compound fluorescence 488/530 nm; active compounds read high; fluorescence (KMESF) at 10 µM; 0.25% of 190,000 active; in the data active = fluorescence above about 89;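 note: glutathione beads carrying GST-tagged Bcl family fusion proteins plus one bare bead set; values are compound well signal with DMSO vehicle wells as background; inactives centre near 16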
# * = called active by the depositor; ? = inconclusive; / = no result given.
SMILES,Rac1 act GTP bind,HRas wt GTP,Mcl1 Bid PPI,Cdc42 wt GTP,Rab7 wt GTP bind,Mcl1-Noxa inh,Rab2 wt GTP,Pf gamet viab,Rac1 wt GTP bind,Avidin fluor,GSH bead fluor
O=C1CC(N2CCC(c3nc4ccccc4o3)CC2)C(=O)N1Cc1cccs1 (centres undefined),96,98,0,98,100,13,97,4,97,20,22
COc1ccccc1NC(=O)Cn1cnc2sc(C(=O)NCc3ccco3)c(C)c2c1=O,97,97,-3,98,98,13,99,-36,98,39,23
O=C(CCC1CCCC1)Nc1ccc([N+](=O)[O-])cn1,103,100,-14,103,98,11,99,1,106,3,7
COc1ccc(S(=O)(=O)N2N=C(c3ccc(NS(C)(=O)=O)cc3)CC2c2ccco2)cc1 (centres undefined),95,100,-25,97,96,32,97,12,104,8,11
Cc1ccc(S(=O)(=O)c2ccc(Cl)cc2)cc1S(=O)(=O)NC(C)C(=O)O (centres undefined),100,102,3,103,98,4,101,3,106,13,4
Nc1n[nH]c(-c2ccccc2)n1,?,?,-4,?,?,7,?,/,?,14,10
CCOc1ccccc1N1CSC2=C(C#N)C(c3c(OC)ccc4ccccc34)CC(=O)N2C1 (centres undefined),98,98,-53,98,102,40,99,/,98,4,17
CCCNS(=O)(=O)c1ccc(OCC(=O)N2CCC(C(=O)OCC)CC2)cc1,95,99,0,97,96,3,95,/,94,15,13
CC/C(=N\NC(=O)c1ccc(CN(C)S(=O)(=O)c2ccc(C)cc2)cc1)c1ccc(OC(F)F)cc1,97,96,-15,95,100,21,97,-12,102,3,7
O=C(O)CCCNC(=O)/C=C/c1ccco1,97,98,-50,100,98,23,98,-17,98,8,14
COCCn1c(SCc2ccccc2Cl)nc2c1c(=O)[nH]c(=O)n2C,104,105,-1,104,101,16,105,11,109,9,17
COc1cccc(Oc2ccc(N/C=C/C(=O)C(C)(C)C)cc2)c1,102,103,-51,102,101,6,102,/,105,5,10
COc1ccc(/C=C/C(=O)Nc2c(C)nn(C)c2C)cc1COc1ccc(Br)cc1,102,104,-6,103,100,8,102,-6,106,23,10
COc1ccc(CNS(=O)(=O)c2cccc(S(=O)(=O)N3CCOCC3)c2)cc1,99,100,8,100,102,-3,100,-25,102,8,37
CCCCOc1ccc(C2CC(=O)N(C)C2=O)cc1 (centres undefined),101,99,-23,102,98,0,102,/,105,32,19
Cn1c(=O)[nH]c(=O)c2c1nc(Sc1nc3ccccc3s1)n2Cc1ccccc1,98,100,-23,99,101,3,101,/,104,6,13
CCOc1ccccc1Nc1nc2ccccc2n2cnnc12,101,103,13,107,96,26,100,/,108,7,16
COc1cc2c(cc1OC)C(c1ccccc1F)OC(=O)C2 (centres undefined),102,105,-8,104,101,10,103,-5,107,11,-2
COc1ccc(NC(=O)N2CCN(c3cccc(C(F)(F)F)c3)CC2)cc1,99,105,0,105,103,-6,103,/,104,15,51
O=C(Nc1c(C(=O)C2CC2)oc2ccccc12)c1ccc(Cl)cc1,96,96,-33,93,97,3,95,-22,96,17,16
CCOc1ccc2ncc(C(=O)c3ccc(OC)cc3)c(N3CCN(CC)CC3)c2c1,?,/,18,/,/,31,/,/,?,50*,129*
Cc1cccc(NC(=S)N=Nc2c(O)[nH]c3ccccc23)c1,95,95,-54,97,96,-54,96,-6,100,5,8
CC(C)(C)OC(=O)NNC(=O)NC12CC3CC(CC(C3)C1)C2,94,95,-34,94,106,2,98,21,92,9,12
CC(C)C(C(=O)N1CCOCC1)N1C(=O)c2ccccc2C1=O (centres undefined),100,105,6,107,105,-8,105,5,102,8,18
CCc1nnc(NC(=O)CSc2nc(-c3ccccc3)c(-c3ccccc3)o2)s1,98,94,-23,96,93,6,96,28,97,12,16
Cc1ccc2c(CN3CCN(Cc4ccc5c(c4)OCO5)CC3)cc(=O)oc2c1C,87,97,-12,94,94,10,93,/,90,22,11
O=C(CN1CCOCC1)Nc1cc([N+](=O)[O-])ccc1Cl,99,99,-2,97,103,15,100,1,103,22,13
O=C(Nc1cccc2c1CCCC2)c1ccc(Cl)c([N+](=O)[O-])c1,99,100,-12,99,96,11,100,20,101,17,15
O=S(=O)(NC(=NCc1ccccc1)c1ccc(F)cc1)c1ccc(Cl)cc1,92,96,-12,97,95,18,94,6,99,9,17
CCOC(=O)CSc1nnc(CNC(=O)c2cccs2)n1-c1ccccc1,99,98,-5,101,98,2,98,/,100,12,27
COc1ccccc1C(C#N)N1N=C(C)CC1(C)C (centres undefined),99,99,-14,99,99,13,100,/,102,7,21
Cc1cc(C)c2oc(=O)cc(CN3CCN(Cc4ccc5c(c4)OCO5)CC3)c2c1,96,94,-16,95,95,19,94,14,97,19,28
O=C(Nc1nccs1)C1CC2CCC1C2 (centres undefined),101,102,-6,103,99,-9,100,/,105,10,7
Cn1nnnc1SCC(=O)N1c2ccccc2CCc2ccccc21,94,100,10,104,100,0,101,-37,103,15,25
CCCn1c(SCC(=O)c2cc(OC)ccc2OC)nnc1-c1ccco1,96,96,-2,97,97,10,96,33,103,12,21
CN1CCN(S(=O)(=O)c2ccc(NC(=S)NC(=O)C3CC3)cc2)CC1,100,100,-55,99,100,23,99,/,105,3,6
CC(=O)N1CCC(N2CCN(c3ccccc3F)CC2)CC1,98,99,1,99,96,18,98,/,101,23,23
COc1cccc(C(=O)NCCSc2ccc(F)cc2)c1,105,104,-6,104,98,11,102,8,106,11,15
CCOC(=O)N1CCC(NC(=O)C2CCCN(C(=O)c3cc4sccc4n3C)C2)CC1 (centres undefined),101,100,-22,102,101,6,102,/,103,8,22
CC(C)CN1C(=O)/C(=C/c2cccs2)NC1=S,100,99,-26,97,94,15,100,8,102,8,25
CCc1nnc(NC(=O)c2cccnc2SC)s1,94,97,1,97,96,-3,98,-14,99,8,19
Cc1sc(NC(=O)c2ccc(F)cc2)c(CN2CCCCCC2)c1C,98,99,-89,98,96,-1,97,10,101,4,10
OC1CCN(Cc2cccc(Oc3ccccc3)c2)CC1,100,104,-8,107,105,6,103,-18,102,14,25
CN1/C(=C\C(=O)Nc2cccnc2)c2ccccc2CC1(C)C,93,95,-33,96,97,-7,96,-5,96,23,22
c1csc(-c2nnc(NC3CCCCC3)c3ccccc23)c1,95,95,12,99,96,5,92,1,99,6,14
CC(C)N1CCC(N2CCN(Cc3ccc4nsnc4c3)CC2CCO)CC1 (centres undefined),97,95,-64,99,94,-3,98,-26,95,6,17
COCCNC(=O)c1ccccc1NC(=O)COc1ccccc1,99,101,-1,101,100,4,101,-5,102,19,32

# Some of these compounds in order of formula weight, largest number first.
SMILES,Rac1 act GTP bind,HRas wt GTP,Mcl1 Bid PPI,Cdc42 wt GTP,Rab7 wt GTP bind,Mcl1-Noxa inh,Rab2 wt GTP,Pf gamet viab,Rac1 wt GTP bind,Avidin fluor,GSH bead fluor
CCOC(=O)N1CCC(NC(=O)C2CCCN(C(=O)c3cc4sccc4n3C)C2)CC1 (centres undefined),101,100,-22,102,101,6,102,/,103,8,22
Cc1cc(C)c2oc(=O)cc(CN3CCN(Cc4ccc5c(c4)OCO5)CC3)c2c1,96,94,-16,95,95,19,94,14,97,19,28
CC(C)N1CCC(N2CCN(Cc3ccc4nsnc4c3)CC2CCO)CC1 (centres undefined),97,95,-64,99,94,-3,98,-26,95,6,17
O=S(=O)(NC(=NCc1ccccc1)c1ccc(F)cc1)c1ccc(Cl)cc1,92,96,-12,97,95,18,94,6,99,9,17
CCCn1c(SCC(=O)c2cc(OC)ccc2OC)nnc1-c1ccco1,96,96,-2,97,97,10,96,33,103,12,21
CN1CCN(S(=O)(=O)c2ccc(NC(=S)NC(=O)C3CC3)cc2)CC1,100,100,-55,99,100,23,99,/,105,3,6
Cc1sc(NC(=O)c2ccc(F)cc2)c(CN2CCCCCC2)c1C,98,99,-89,98,96,-1,97,10,101,4,10
Cn1nnnc1SCC(=O)N1c2ccccc2CCc2ccccc21,94,100,10,104,100,0,101,-37,103,15,25
COCCNC(=O)c1ccccc1NC(=O)COc1ccccc1,99,101,-1,101,100,4,101,-5,102,19,32
c1csc(-c2nnc(NC3CCCCC3)c3ccccc23)c1,95,95,12,99,96,5,92,1,99,6,14
CN1/C(=C\C(=O)Nc2cccnc2)c2ccccc2CC1(C)C,93,95,-33,96,97,-7,96,-5,96,23,22
CC(=O)N1CCC(N2CCN(c3ccccc3F)CC2)CC1,98,99,1,99,96,18,98,/,101,23,23
OC1CCN(Cc2cccc(Oc3ccccc3)c2)CC1,100,104,-8,107,105,6,103,-18,102,14,25
CCc1nnc(NC(=O)c2cccnc2SC)s1,94,97,1,97,96,-3,98,-14,99,8,19
CC(C)CN1C(=O)/C(=C/c2cccs2)NC1=S,100,99,-26,97,94,15,100,8,102,8,25
COc1ccccc1C(C#N)N1N=C(C)CC1(C)C (centres undefined),99,99,-14,99,99,13,100,/,102,7,21
O=C(Nc1nccs1)C1CC2CCC1C2 (centres undefined),101,102,-6,103,99,-9,100,/,105,10,7
